TDP2 inh: human TDP2 enzyme inhibitors, primary screen, biochemical, epi absorbance, recombinant enzyme; inhibition, % at 12.8 µM; Tyrosyl-DNA phosphodiesterase 2 (Homo sapiens), O95551; AID 720702, 2013; 0.34% of 370,000 active; T5PNP hydrolysis, p-nitrophenol absorbance 415 nm;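 active = inhibition above the mean of all tested compounds plus 3 SD, set per campaign, cut at about 25% in these data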;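 also: 0% = DMSO with enzyme and 100% = buffer with substrate but no TDP2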
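test system = human TDP2 enzyme | input = TDP2 enzyme at 120 nM final | medium = 50 mM Tris-HCl pH 7.5 with Mg2+, KCl, DTT, BSA | also added = T5PNP substrate, 5 mM | times = 2 h at 37 °C | technique = epi absorbance | benchmarks = high control without enzyme, low control DMSO plus TDP2 | replication = each compound tested once, singlicate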
SIAE primary: human SIAE inhibitors, primary screen, biochemical, fluorescence polarization, FP-Rh probe, 1536-well HTS. Sialate O-acetylesterase (Homo sapiens), Q9HAT2. SIAE FP-Rh probe binding. inhibition, % at 9.66 µM. 0.69% of 370,000 active. AID 1053197, 2014;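 active = inhibition above a cutoff: mean of compounds within the control limits plus 3 SD of those, cut at about 17% in these data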;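 also: 0% = plate median of compound wells and 100% = probe without SIAE protein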
NPR2 activator: human GC-B receptor activators, primary screen, HEK293 GC-B cells, cGMP TR-FRET, EC30 CNP; Atrial natriuretic peptide receptor 2 (Homo sapiens), P20594; 0% at EC30 CNP, 100% saturating CNP; activation, % at 10 µM; 0.11% of 370,000 active;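 active = activation at 10 µM reaching about 35% in either raw or pattern-adjusted values, limit read from the data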
Target sequence (P20594 whole entry, looked up): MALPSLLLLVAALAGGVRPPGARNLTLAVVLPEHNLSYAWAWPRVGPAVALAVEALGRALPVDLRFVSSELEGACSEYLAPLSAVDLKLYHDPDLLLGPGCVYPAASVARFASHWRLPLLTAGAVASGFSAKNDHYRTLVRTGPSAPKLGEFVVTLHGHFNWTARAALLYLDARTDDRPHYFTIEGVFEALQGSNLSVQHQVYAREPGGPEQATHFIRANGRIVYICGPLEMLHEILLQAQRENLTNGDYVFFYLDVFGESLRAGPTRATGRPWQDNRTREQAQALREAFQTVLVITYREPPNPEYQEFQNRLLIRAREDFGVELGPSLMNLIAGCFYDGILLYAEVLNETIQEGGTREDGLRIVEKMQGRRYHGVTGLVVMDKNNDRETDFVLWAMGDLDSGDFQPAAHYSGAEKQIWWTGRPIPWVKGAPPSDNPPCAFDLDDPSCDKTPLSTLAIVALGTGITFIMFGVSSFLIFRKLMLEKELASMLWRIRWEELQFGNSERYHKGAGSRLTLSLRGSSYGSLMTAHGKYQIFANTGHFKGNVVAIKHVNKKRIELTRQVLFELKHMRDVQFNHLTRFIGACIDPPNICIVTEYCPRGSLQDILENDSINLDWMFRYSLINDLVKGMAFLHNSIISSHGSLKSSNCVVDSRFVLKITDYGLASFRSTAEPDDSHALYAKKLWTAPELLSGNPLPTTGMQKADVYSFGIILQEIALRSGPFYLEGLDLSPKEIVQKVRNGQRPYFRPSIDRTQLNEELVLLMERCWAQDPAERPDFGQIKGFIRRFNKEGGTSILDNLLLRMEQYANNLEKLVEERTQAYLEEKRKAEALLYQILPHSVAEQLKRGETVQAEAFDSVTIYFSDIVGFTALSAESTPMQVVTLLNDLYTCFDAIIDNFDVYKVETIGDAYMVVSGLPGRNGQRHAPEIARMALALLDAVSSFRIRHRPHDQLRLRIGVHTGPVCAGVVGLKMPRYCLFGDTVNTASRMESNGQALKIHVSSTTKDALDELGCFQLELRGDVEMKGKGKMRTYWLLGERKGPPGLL
ABHD4 inh: ABHD4 inhibitors, primary screen, biochemical, fluorescence polarization, mouse; AID 720543, 2013; purified mABHD4, FP-Rh probe fluorescence polarization; 0.54% of 370,000 active; inhibition, % at 8.92 µM;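 active = inhibition exceeding the mean over every tested compound plus 3 SD, cut at about 30% in these data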;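 also: 0% = plate median of compound wells and 100% = S159A mutant with DMSO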
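Assay system: mouse ABHD4 enzyme, wild type / Also added: fluorescent activity-based probe FP-Rh / Doses: single nominal dose of 8.92 µM, 0.89% DMSO final / Timing: 45 min compound pre-incubation plus 60 min probe step, 25 °C / Signal: FP readout, ex 525 nm / em 598 nm / Control set: S159A mutant/DMSO as 100%, compound-well median as 0%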
rCAG binder: binders of r(CAG) RNA repeats, primary screen, biochemical, fluorescence. 1.3% of 370,000 active. inhibition, % at 3 µM. r(CAG) RNA repeat, TO-PRO-1 dye displacement fluorescence;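 active = inhibition above the plate cutoff, the mean of all test compounds on that plate plus 3 SD, cut at about 35% in these data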;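 also: 0% = DMSO alone and 100% = 100 µM mitoxantrone as full dye displacement; higher means more dye released from RNA so lower well fluorescence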
MBD2 DNA inh: inhibitors of MBD2 binding to methylated DNA, primary screen, biochemical, TR-FRET, DNA-binding domain, human; Methyl-CpG-binding domain protein 2 (Homo sapiens), Q9UBB5; MBD2 binding to methylated oligonucleotide; inhibition, % at 4.4 µM; 0.31% of 370,000 active; AID 686964, 2013; in the data active = inhibition above about 13%
HTRA1 inhibitor: HTRA1 serine protease inhibitors, primary screen, biochemical, fluorescence polarization, HTS; inhibition, % at 5.96 µM; 0.5% of 340,000 active; AID 504803, 2011; recombinant HTRA1, FP-rhodamine activity-based probe; in the data active = inhibition above about 36%;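 also: 0% = enzyme with DMSO and 100% = wells lacking enzyme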
LEDGF integ inh: blockers of LEDGF/p75-dependent integrase strand transfer – biochemical, TR-FRET, high throughput, primary screen | TR-FRET IN-LEDGF/p75 DNA integration, Eu/Cy5 | inhibition, % at 3.7 µM | AID 743269, 2014 | 0.64% of 370,000 active | HIV-1 integrase (with human LEDGF/p75);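 active = inhibition above the screen-wide mean plus 3 SD, cut at about 13% in these data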;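 also: signal is the Cy5 over europium emission ratio at 671 and 618 nm; 0% = plate median of compound wells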
PRMT1 inh: PRMT1 methyltransferase inhibitors, primary screen, biochemical, fluorescence polarization; Protein arginine N-methyltransferase 1 (Homo sapiens), Q99873; recombinant PRMT1, activity-based probe fluorescence polarization; inhibition, % at 2.79 µM; 1.3% of 370,000 active; AID 652257, 2013;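 active = inhibition above about 21% made by adding two undisclosed values, limit read from the data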
TCR CD3 inh: inhibitors of human TCR-CD3 interaction, primary screen, biochemical, fluorescence, TAMRA-labeled TCR probe; T-cell receptor (TCR); inhibition, % at 9.4 µM; AID 651800, 2012; 0.37% of 360,000 active; in the data active = inhibition above about 19%;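 also: recombinant mutant TCR 2C K166C tagged with TAMRA read by polarization; 0% = receptor in buffer alone and 100% = receptor with positive control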
Numbers without * were called inactive; · = not tested or not shown.

nr	Compound	TDP2 inh	SIAE primary	NPR2 activator	ABHD4 inh	rCAG binder	MBD2 DNA inh	HTRA1 inhibitor	LEDGF integ inh	PRMT1 inh	TCR CD3 inh
1	CCCCn1c(=O)c(CCC(=O)OCC(=O)NCc2ccc(OC)c(OC)c2)nc2ccccc21	7	-3	6	-1	-6	1	2	0	0	5
2	CCCCNC(=O)C1CC(c2c(Cl)cccc2Cl)=NO1 (stereo unspecified)	14	4	-11	-1	-3	2	1	-2	1	4
3	O=S(=O)(NC1CCCCCCC1)c1ccccc1F	0	-7	-8	1	-2	1	-5	2	0	8
4	O=C1NC(=S)SC1=Cc1ccc2c(c1)OCO2	-3	-2	-3	-2	1	2	-3	-1	0	1
5	CC1(C)Cn2c(nnc2-c2cccc(O)c2)S1	-3	9	4	-1	2	0	1	0	0	-4
6	CCCCN(CCCC)c1cn[nH]c(=O)c1Cl	3	0	-10	2	1	3	-3	-1	2	-4
7	COc1ccc(-c2nnc(SCc3ccc(C(=O)O)cc3)n2N)cc1	-5	-1	2	-6	0	2	-1	-1	1	0
8	Cc1noc(C)c1S(=O)(=O)NCc1ccc(CN(C)C)cc1	14	12	-2	-5	0	3	6	0	-4	-3
9	CC1CCCN(C(=O)c2cccc(S(=O)(=O)N3CCCC3)c2)C1 (stereo unspecified)	8	4	4	10	2	-5	9	-2	2	3
10	O=S(=O)(c1ccc2nnn(OCc3ccccc3)c2c1)N1CCOCC1	-2	-3	-1	0	1	-2	-4	1	-1	4
11	COc1cc2c(cc1OC)[C@@H](NC(=O)C(C)C)[C@H](OCc1ccccc1)C2	0	-2	4	2	0	5	1	-3	4	-1
12	CCN(CC)C(=O)C1CCCN(Cc2ccccc2)C1 (stereo unspecified)	6	-2	2	17	-2	0	10	0	3	-7
13	COC(CNC(=O)c1ccc2c(c1)nc(C)n2-c1cccc(F)c1)OC	13	3	7	4	-6	3	4	-2	-2	-1
14	c1ccc(-c2[nH]ncc2CN2CCN(Cc3ccc4c(c3)OCO4)CC2)cc1	12	-1	-3	0	-6	-1	4	-4	-2	1
15	CC(C)=CCCC(C)CN1CCC(n2nccc2NC(=O)c2cccnc2)CC1 (stereo unspecified)	14	5	1	7	-8	-5	-2	0	-3	2
16	COc1ccc(CNC(=O)Cn2cccc2C(=O)c2ccccc2)cc1	-11	3	2	6	-3	2	10	-4	5	1
17	CCCCCNC(=O)C(C)Sc1ccc(Cl)cc1 (stereo unspecified)	-12	-1	-3	9	-5	0	-3	2	2	8
18	O=S(=O)(c1ccccc1)N(c1ccccc1)S(=O)(=O)c1ccccc1	-12	3	2	0	1	3	-9	-7	-2	-9
19	Cc1nc2c(ccc3nc(NC(=O)c4ccc(S(=O)(=O)N(C)C)cc4)sc32)s1	-12	-6	0	7	1	-1	-3	-4	1	0
20	COC1CCN(C(=O)C2CCC(=O)N(CCc3cccc(F)c3)C2)CC1 (stereo unspecified)	3	-3	2	2	-6	-4	-1	-2	-1	1
21	CCCCn1c(SC(C)C(N)=O)nc2cc(C(=O)OC)ccc2c1=O (stereo unspecified)	-5	-8	-2	1	-1	0	0	-1	0	6
22	Cc1cc(C(=O)O)ccc1NCc1cccnc1	6	-1	6	-3	6	-1	-4	1	-3	9
23	COc1ccc(-c2csc(C(C#N)=C(O)CSc3nccn3C)n2)cc1OC	6	-3	0	-3	54*	-5	2	4	5	-16
24	O=C(Nc1ccc2cn[nH]c2c1)c1ccc(S(=O)(=O)N2CCOCC2)cc1	-2	1	-4	2	2	-1	2	2	3	5
25	O=[N+]([O-])c1ccc(SCc2c(F)cccc2Cl)nc1	-5	1	2	-7	-2	-4	0	-5	7	-3
26	Cn1c(=O)c2c(nc(CN3CCN(C(=O)c4ccco4)CC3)n2Cc2ccc(Cl)cc2)n(C)c1=O	17	-3	0	3	1	1	-7	0	-2	5
27	O=C(NCCc1ccccc1)C1CC(=O)N(c2ccc3c(c2)OCCO3)C1 (stereo unspecified)	8	7	5	-3	0	1	1	4	1	4
28	O=c1[nH]cnc(O)c1C(c1cccc([N+](=O)[O-])c1)c1c(O)nc[nH]c1=O	0	2	4	5	1	3	4	-5	-1	-6
29	CCOC(=O)C1(C(F)(F)F)N=C(C(F)(F)F)Nc2ccccc21 (stereo unspecified)	-6	15	·	-4	-2	3	1	-1	-2	5
30	CC1=C(C(=O)OCC2CCCO2)C(c2ccccc2)C2=C(CC(C)(C)CC2=O)N1 (stereo unspecified)	12	2	-6	3	-7	2	3	-1	-1	0
31	O=C(/C=C/c1ccc([N+](=O)[O-])cc1)Nc1cccc(S(=O)(=O)NC2=NCCCCC2)c1	6	-8	-1	6	6	-5	-10	-2	-3	-1
32	CC(Oc1ccc(Cl)cc1Cl)C(=O)N/N=C1\CCCc2ccccc21 (stereo unspecified)	5	0	-3	6	-1	4	0	-3	1	-4
33	CCc1nc(N2CCN(C(=O)c3ccco3)CC2)c2oc3ccccc3c2n1	-10	4	0	2	-3	0	-13	2	1	1
34	O=C(NCc1ccncc1)[C@@H]1CCCN1C(=O)[C@@H]1CCCN1C(=O)c1c(F)cccc1F	-8	-2	-5	-7	1	1	·	3	-4	-5
35	CC1CC(Nc2ccccc2)c2ccccc2N1C(=O)c1ccco1 (stereo unspecified)	-12	7	-10	-3	1	7	0	1	6	-7
36	C/C(=N\NC(=O)c1ccc(OC2CCCC2)cc1)c1ccc(C)s1	-3	4	6	-6	0	3	-11	1	-3	4
37	Nc1nc(-c2ccc(S(=O)(=O)N3CCCCC3)cc2)cs1	3	3	3	0	9	1	-17	5	3	4
38	CC(=O)c1c(C)[nH]c(C(=O)N2CCN(c3ncccn3)CC2)c1C	-3	-2	0	-2	0	-2	0	-4	0	-1
39	O=C(NCc1ccccn1)c1ccc(-c2ccccc2)cc1	3	-5	2	-5	-5	2	1	-12	2	-1
40	CS(=O)(=O)Nc1ccc(-c2n[nH]c(=S)n2-c2ccccc2)cc1	-1	-5	-2	6	5	-1	-5	0	-3	37*

Part of the list above in order of heavy-atom count, falling:
nr	Compound	TDP2 inh	SIAE primary	NPR2 activator	ABHD4 inh	rCAG binder	MBD2 DNA inh	HTRA1 inhibitor	LEDGF integ inh	PRMT1 inh	TCR CD3 inh
34	O=C(NCc1ccncc1)[C@@H]1CCCN1C(=O)[C@@H]1CCCN1C(=O)c1c(F)cccc1F	-8	-2	-5	-7	1	1	·	3	-4	-5
30	CC1=C(C(=O)OCC2CCCO2)C(c2ccccc2)C2=C(CC(C)(C)CC2=O)N1 (stereo unspecified)	12	2	-6	3	-7	2	3	-1	-1	0
25	O=[N+]([O-])c1ccc(SCc2c(F)cccc2Cl)nc1	-5	1	2	-7	-2	-4	0	-5	7	-3

The list continues:
nr	Compound	TDP2 inh	SIAE primary	NPR2 activator	ABHD4 inh	rCAG binder	MBD2 DNA inh	HTRA1 inhibitor	LEDGF integ inh	PRMT1 inh	TCR CD3 inh
41	O=C(NCCCn1cccn1)C1CCC(=O)N(Cc2cccc(C(F)(F)F)c2)C1 (stereo unspecified)	0	-5	1	2	-5	8	4	-4	4	3
42	CC[C@]12c3[nH]c4cc(CCC(=O)N(C)C)ccc4c3CCN1C(=O)[C@@H](CC(=O)NCc1ccco1)C[C@@H]2C(=O)N1CCN(C(=O)C2CC2)CC1	5	4	-5	5	2	0	3	1	0	-3
43	CCOC(=O)c1[nH]cnc1C(=O)NC1CCN(C(=O)OC(C)(C)C)CC1	12	3	-1	3	-8	4	0	-4	0	3
44	CCOc1ccc(N(CC(=O)NCc2ccco2)C(=O)CCC(=O)Nc2nccs2)cc1	4	6	-9	1	3	3	-5	-2	3	-5
45	Cc1ccc(C(=O)NCC(=O)NCC(=O)OCc2ccc(Oc3ccc([N+](=O)[O-])cc3)cc2)cc1	-5	-3	3	2	-1	1	-4	0	1	3
46	COc1ccc(NC(=O)Nc2ccccc2C(=O)N2CCCC2)cc1OC	1	2	2	4	2	-2	·	0	-4	·
47	N#C/C=C/N1CCC(Cc2ccccc2)CC1	-14	-1	-1	-6	3	3	-2	1	-3	5
48	CC(C)NC(=O)COc1ccc(S(=O)(=O)N2CCOCC2)cc1	5	1	-1	0	-3	2	3	-3	1	7
49	O=C(O)C1C2C=CC3(CN(C/C=C/c4ccccc4)C(=O)C13)O2 (stereo unspecified)	-4	-4	9	-3	5	0	2	3	2	-6
50	COc1ccc(CNC(=O)C2CCN(C(=O)Cc3ccccc3)CC2)cc1	-11	-9	3	-9	1	-11	5	0	-6	2
51	Clc1ccc(-c2cc(-c3ccccc3)on2)cc1	4	4	-1	0	0	0	-1	3	-4	0
52	COC(=O)C1CC(O)C(O)C(O)C1 (stereo unspecified)	-15	-1	8	2	-1	-4	4	-2	0	-3

Among those listed so far, these contain an aryl methoxy group:
nr	Compound	TDP2 inh	SIAE primary	NPR2 activator	ABHD4 inh	rCAG binder	MBD2 DNA inh	HTRA1 inhibitor	LEDGF integ inh	PRMT1 inh	TCR CD3 inh
1	CCCCn1c(=O)c(CCC(=O)OCC(=O)NCc2ccc(OC)c(OC)c2)nc2ccccc21	7	-3	6	-1	-6	1	2	0	0	5
7	COc1ccc(-c2nnc(SCc3ccc(C(=O)O)cc3)n2N)cc1	-5	-1	2	-6	0	2	-1	-1	1	0
11	COc1cc2c(cc1OC)[C@@H](NC(=O)C(C)C)[C@H](OCc1ccccc1)C2	0	-2	4	2	0	5	1	-3	4	-1
16	COc1ccc(CNC(=O)Cn2cccc2C(=O)c2ccccc2)cc1	-11	3	2	6	-3	2	10	-4	5	1
23	COc1ccc(-c2csc(C(C#N)=C(O)CSc3nccn3C)n2)cc1OC	6	-3	0	-3	54*	-5	2	4	5	-16
46	COc1ccc(NC(=O)Nc2ccccc2C(=O)N2CCCC2)cc1OC	1	2	2	4	2	-2	·	0	-4	·
50	COc1ccc(CNC(=O)C2CCN(C(=O)Cc3ccccc3)CC2)cc1	-11	-9	3	-9	1	-11	5	0	-6	2

Not all compounds are listed; count on the stated rates, not on these rows.
